Assay outcomes: PubChem BioAssay, Sanford-Burnham Center for Chemical Genomics
Mdm2 MdmX PPI: human Mdm2/MdmX binding inhibition; inhibition, % at 8 µM; SaOS-2 split-luciferase Mdm2/MdmX complementation, luminescence; AID 485346; 3% of 330,000 active;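 active means inhibition of at least 50% at 8 µM in the primary screen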
EBI2 antag: antagonists of human EBI2 receptor; P32249; EBI2 beta-arrestin recruitment, luminescence, 7a,25-OHC stimulated; inhibition, % at 5 µM; 0.81% of 360,000 active; in the data active means inhibition above about 38%;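 further: enzyme fragment complementation signal reports receptor beta-arrestin coupling in cells; 0% = agonist plus DMSO wells and 100% = wells without agonist; some results beyond the cut were filed as inactive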
Target sequence (P32249 whole entry, looked up, the tested form may be a part): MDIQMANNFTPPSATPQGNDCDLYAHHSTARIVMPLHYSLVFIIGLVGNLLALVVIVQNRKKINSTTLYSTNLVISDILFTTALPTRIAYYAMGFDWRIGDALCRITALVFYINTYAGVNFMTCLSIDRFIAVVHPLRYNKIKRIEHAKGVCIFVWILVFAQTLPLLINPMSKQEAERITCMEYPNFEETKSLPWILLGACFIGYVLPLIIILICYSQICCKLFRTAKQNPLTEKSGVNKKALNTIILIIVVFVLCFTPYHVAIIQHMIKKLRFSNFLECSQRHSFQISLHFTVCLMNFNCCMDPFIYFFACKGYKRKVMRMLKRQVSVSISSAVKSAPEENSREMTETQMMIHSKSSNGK
tim23-1 inh: growth inhibitors of tim23-1 mutant yeast | inhibition, % at 20 µM | AID 463212 | 1.3% of 330,000 active | S. cerevisiae tim23-1 growth, BacTiter-Glo luminescence, 24 h;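 active means growth inhibition of the mutant yeast at or above 50%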;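 further: temperature-sensitive mutant grown at 25 °C; plate controls were DMSO-treated mutant yeast for no effect and medium wells lacking yeast for full effect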
UPR XBP1 act: activators of adaptive arm of unfolded protein response (XBP1); CHO-XBP1 luciferase reporter, IRE1-XBP1 UPR activation, luminescence; percent of tunicamycin response, DMSO as zero; activation, % at 20 µM; 0.33% of 330,000 active;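 active means versus positive control, 20 µM dose yields 30% or more activation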;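 further: 100% = tunicamycin at 10 µg/mL and 0% = DMSO only wells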
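Material – CHO cell line with stable XBP1 luciferase reporter · Buffer or medium – F12 plus 10% FBS · Compound – single point, 20 µM final compound, 1% DMSO · Schedule – 16-18 h cell attachment at 37 °C, then 6 h compound exposure · Signal – Steady-Glo luminescence read · Benchmarks – high control tunicamycin 10 µg/mL final, low control DMSO vehicle only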
CXCR6 block: CXCR6 (human) receptor inhibition | CHO-K1 PathHunter CXCR6 beta-arrestin, luminescence | inhibition, % at 20 µM | 0.36% of 360,000 active | AID 602244; in the data active means inhibition above about 34%, passing the limit was not always enough;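 further: antagonist mode with CXCL16 agonist at 10 nM final; 0% = 10 nM CXCL16 with DMSO and 100% = unstimulated wells without agonist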
Target sequence (O00574 whole entry, looked up): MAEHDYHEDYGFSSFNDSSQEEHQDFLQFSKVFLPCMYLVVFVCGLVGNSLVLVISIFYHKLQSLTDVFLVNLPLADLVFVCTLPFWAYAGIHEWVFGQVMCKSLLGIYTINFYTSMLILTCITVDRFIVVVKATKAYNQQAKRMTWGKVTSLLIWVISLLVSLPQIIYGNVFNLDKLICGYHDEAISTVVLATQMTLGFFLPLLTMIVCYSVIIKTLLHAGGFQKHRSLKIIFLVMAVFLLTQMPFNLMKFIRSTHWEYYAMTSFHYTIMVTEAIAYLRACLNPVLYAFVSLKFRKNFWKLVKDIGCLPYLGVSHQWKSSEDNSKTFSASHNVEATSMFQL
CCR6 antagonist: antagonists of human CCR6 receptor. 0.49% of 340,000 active. inhibition, % at 20 µM. CHO-K1 CCR6 PathHunter beta-arrestin, luminescence, CCL20-stimulated. P51684. AID 493098;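 active means compounds whose inhibition of the agonist-driven luminescence signal at 20 µM reaches about 50%, limit read from the data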;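 further: cells stimulated with CCL20 at 14 nM final; plate controls were DMSO with CCL20 for no effect and DMSO without agonist for full effect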
Target sequence (P51684 whole entry, looked up): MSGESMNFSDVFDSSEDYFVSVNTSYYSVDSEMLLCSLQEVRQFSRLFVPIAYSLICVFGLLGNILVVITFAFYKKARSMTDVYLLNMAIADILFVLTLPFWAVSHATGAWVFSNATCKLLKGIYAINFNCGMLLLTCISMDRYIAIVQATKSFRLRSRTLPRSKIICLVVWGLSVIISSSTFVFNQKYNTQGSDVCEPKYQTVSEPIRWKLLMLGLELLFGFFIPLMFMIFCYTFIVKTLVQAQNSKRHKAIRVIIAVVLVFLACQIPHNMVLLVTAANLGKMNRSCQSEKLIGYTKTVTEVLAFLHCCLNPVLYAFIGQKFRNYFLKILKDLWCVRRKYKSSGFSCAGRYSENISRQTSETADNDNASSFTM
APJ antagonist: blocks the human apelin receptor APJ; P35414; CHO-K1 APJ beta-arrestin complementation, luminescence; inhibition, % at 20 µM; 0.32% of 330,000 active; AID 2521;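 active means inhibition above about 40% at 20 µM, limit read from the data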;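 further: cells challenged with 10 nM apelin-13 agonist together with compound; plate controls were apelin-13 plus DMSO wells for no effect and DMSO wells lacking apelin-13 for full effect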
UPR CHOP act: activators of apoptotic arm of unfolded protein response (CHOP); CHO-CHOP luciferase reporter, UPR activation, luminescence; percent of tunicamycin response over DMSO baseline; activation, % at 10 µM; 0.34% of 330,000 active; AID 449763;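 active means at 10 µM dose, activation of 40% or more, normalized to positive control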;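 further: 100% = tunicamycin at 10 µg/mL and 0% = DMSO alone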
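System: CHO-CHOP luciferase reporter cell line; amount: 500 cells/well; buffer or medium: F12 medium containing 10% fetal bovine serum; incubation: 6 h compound exposure at 37 °C after overnight seeding; measured by: luciferase luminescence after 10 min with Steady-Glo reagent; evaluation: % reporter activation, DMSO baseline versus tunicamycin full activation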
APJ agonist: activates the human apelin receptor APJ; CHO-K1 APJ PathHunter beta-arrestin, luminescence; 0% DMSO wells, 100% apelin; activation, % at 20 µM; 0.11% of 330,000 active;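 active means activation more than six SD over the plate average, tested at 20 µM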;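 further: 0% = DMSO alone and 100% = apelin-13 at 10 nM; some results filed as inactive read as strong as hits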
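Material: engineered CHO-K1 APJ arrestin reporter cells; amount: 1000 CHO-K1 reporter cells seeded per well; incubation: compound stimulation 90 min at 25 °C, detection 60 min; signal: luminescent beta-gal fragment complementation, chemiluminescent substrate; read-out basis: APJ agonist activity; controls: DMSO-only wells as negative, 10 nM Apelin-13 as positive control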
* hit, by the source's call; nt = no result given. Not all compounds are listed (hit frequency here may not be typical).

SMILES | Mdm2 MdmX PPI | EBI2 antag | tim23-1 inh | UPR XBP1 act | CXCR6 block | CCR6 antagonist | APJ antagonist | UPR CHOP act | APJ agonist
COc1ccc(OC)c(/C=N/NC(=O)Cc2nc3ccccc3[nH]2)c1 | 2 | -3 | 12 | 1 | -6 | -43 | 0 | -0.7 | 0
COc1ccc([N+](=O)[O-])c(S(=O)(=O)c2ccccc2)n1 | 99* | -4 | 77* | -9 | 59* | 65* | 34 | -8.8 | -6
O=C(CCS(=O)(=O)c1ccccc1)Nc1ncc([N+](=O)[O-])s1 | 36 | -4 | 35 | -3 | 19 | 28 | 17 | 0.2 | -6
CCOc1ccc(N(CC(=O)NC2CCCCC2)S(=O)(=O)c2ccccc2)cc1 | 17 | 0 | 10 | -7 | -1 | 10 | 9 | -1.4 | -2
CCO[C@@H]1OC(C(=O)NC2CC2)=C[C@H](c2ccc3c(c2)OCO3)[C@H]1CCCO | -9 | -14 | 7 | 0 | -9 | 2 | 17 | 1.7 | -2
O=C(NCCCN1CCCC1=O)c1ccc(CNS(=O)(=O)c2ccc(F)cc2)cc1 | -3 | -8 | -1 | 0 | 7 | 4 | 5 | -0.4 | 0
Cc1ncsc1CCSc1nc2ccccc2c(=O)n1C | 16 | 6 | 18 | 0 | 6 | 6 | -1 | -3.0 | 2
COc1cc2c(-c3ccccc3O)nc3c(c(C)nn3-c3ccccc3)c2cc1OC | 45 | -15 | -12 | 26 | 5 | -15 | -15 | 32 | 3
CCN(C(=O)c1cc(S(=O)(=O)N2CCOCC2)cn1C)c1cccc(C)c1 | 2 | -5 | 8 | -6 | -10 | -1 | 4 | -2.1 | -5
CCC(C)N(C(=O)COC(=O)C1CCN(S(=O)(=O)c2ccc(C)c(C)c2)CC1)C1CCS(=O)(=O)C1 (configuration not stated) | 17 | -7 | 2 | -4 | -2 | 9 | -50 | -1.0 | 0
CCC/C=C(\CCC)C(NS(=O)(=O)c1cccc2cccnc12)c1ccc(C(=O)OC)cc1 (configuration not stated) | 7 | nt | 30 | 1 | nt | 5 | -62 | 1.9 | 2
O=C(O)c1cccc(N/N=C/c2cc(Br)cc(Br)c2O)c1 | -15 | -20 | 78* | 0 | 14 | 5 | 1 | 4.1 | -2
CC(C)C1C(c2ccccc2)N(C)C(c2ccccc2)CC1(O)c1ccccc1 (configuration not stated) | 31 | 14 | 42 | 2 | 18 | 34 | 34 | 0.8 | -4
CCOC(=O)CSc1nc2sccc2c(=O)[nH]1 | -13 | -4 | 18 | 0 | 4 | -12 | 11 | 1.0 | 6
CN(C)C(=O)CSc1nnc(CCCCCNC(=O)OC(C)(C)C)o1 | 21 | -8 | -3 | 3 | 3 | 2 | 4 | -1.5 | -2
CCOc1ccc(C2OC(=O)Cc3cc(OC)c(OC)cc32)cc1 (configuration not stated) | -10 | 6 | 25 | -1 | -3 | 2 | 11 | 0.4 | -3
CSc1ncccc1C(=O)OCC(=O)Nc1ccc2c(c1)OCO2 | 12 | -7 | 12 | -3 | -2 | -1 | -24 | -0.6 | -3
CC(=O)c1ccc(N2CCN(C(=O)Nc3ccc(Cl)cc3)CC2)cc1 | 1 | 26 | 11 | -2 | -11 | 11 | -2 | -0.9 | -1
CN1CCCN(C(=O)CNC(=O)Cc2ccccc2)CC1 | 6 | -7 | 25 | 3 | 2 | -1 | 8 | -0.3 | -2
C/C(=C\C(=S)Nc1ccccc1)Nc1ccccc1 | 20 | -1 | 28 | -3 | 8 | 21 | 24 | 3.5 | -4
CNC(=O)N(O)C1N(/N=C/c2ccccc2F)C(=S)SC1(C)C (configuration not stated) | 5 | -1 | 0 | 2 | -2 | 0 | 15 | 3.4 | -2
Cc1noc(C)c1S(=O)(=O)NCC(=O)O | 16 | -9 | 13 | -2 | 1 | 1 | 18 | 0.4 | -7
COc1ccc(Cl)cc1NC(=S)NCCc1ccc(S(N)(=O)=O)cc1 | 18 | -1 | -9 | -2 | 0 | -7 | 5 | 0.3 | -1
NC(=O)CC[C@H](NC(=O)c1ccc(Cl)cc1)C(=O)NNC(=O)COc1cccc(Br)c1 | 9 | -3 | 3 | 0 | 3 | 0 | 1 | 0.8 | 1
C/C(CC(=O)Nc1ccc(C)cc1C)=N\NC(=O)C(C)C | -24 | 2 | 15 | 1 | -8 | 3 | 7 | 0.1 | -2
COc1ccc(CCNC(=O)CN2CCN(c3cccc(C(F)(F)F)c3)CC2)cc1 | 13 | 32 | 4 | -1 | 2 | -6 | 12 | -2.3 | -4
CCCCNC(=O)N(C)c1nc2ccccc2s1 | -69 | -1 | 14 | 1 | 1 | 6 | 8 | 2.3 | 0
CC(C)N(C(=O)Cn1c(=O)oc2ccccc21)c1ccccc1 | 22 | 4 | 19 | -2 | -2 | 11 | 12 | 4.0 | -4
O=C(O)CCn1[nH]c(=O)ccc1=O | 5 | -3 | 2 | -2 | -3 | 20 | 3 | -0.2 | -3
Cc1ccc(NNC(=O)c2cc(C(C)(C)C)nn2Cc2ccccc2)cc1 | 17 | 16 | 28 | -3 | 19 | 35 | 41* | 0.3 | -11
CC(C)(CNC(=O)c1ccc(S(=O)(=O)Nc2ccccc2F)cc1)N1CCOCC1 | 6 | -11 | -2 | -2 | 5 | 1 | 14 | 0.2 | -2
CC#C[C@@H](CC)c1ccc2ccn(C)c2c1 | 2 | 0 | 6 | 2 | 1 | 2 | 3 | 5.2 | -2
COc1cccc(CN(CC(=O)NC2CCCC2)C(=O)c2csnn2)c1 | -24 | -6 | 1 | -2 | -4 | -2 | 7 | 0.6 | 0
O=C(COC(=O)c1cc(S(=O)(=O)N2CCOCC2)ccc1Cl)NCc1ccccc1 | -3 | -7 | 7 | -2 | -2 | -21 | 4 | -0.1 | 4
Cc1nn(-c2ccc(F)cc2F)c(=O)c2noc(C)c12 | -10 | -6 | 6 | 2 | 2 | 10 | 10 | -0.6 | -4
CC1=C(C#N)C(C(F)(F)F)(C(F)(F)F)N=C(c2ccco2)N1 | 18 | -6 | -1 | -2 | -5 | 4 | -17 | -1.6 | 4
CC(C)(C)C(=O)OCc1nc(-c2ccc(O)c(O)c2)cs1 | 4 | 10 | 30 | 22 | -2 | 3 | -6 | 170* | 2
Cc1cc(C(=O)CSc2nnnn2-c2ccccc2)c(C)n1CCc1ccccc1 | 26 | 12 | 0 | 0 | 8 | -6 | -6 | 3.3 | -4
CCOC(=O)c1cccc(NC(=O)c2cncc(Br)c2)c1 | 9 | 5 | 5 | 1 | -4 | 16 | -25 | 2.7 | nt
CSc1ncccc1C(=O)NC1CC(C)(C)Cc2c1cnn2-c1ccccc1C (configuration not stated) | 8 | -7 | 16 | -1 | 4 | 17 | 8 | 1.6 | -4
c1ccc2nc3c(nc2c1)OCC1CCCCN31 (configuration not stated) | -22 | 0 | 12 | 0 | -4 | 3 | 15 | 5.0 | 2
COc1ccc(C2CC(=O)C=C(NC3CCCC3)C2)cc1 (configuration not stated) | 8 | -2 | 4 | 3 | 2 | 3 | 22 | -3.1 | -2
CCOc1ccc(NC(=O)CN(C)C(=O)c2cc([N+](=O)[O-])ccc2N2CCCCC2)cc1OCC | -7 | 8 | 13 | -3 | 7 | 29 | -3 | -0.3 | -3
CN(C)n1cccc1/C=C(\C#N)S(=O)(=O)c1cccc(Cl)c1 | 13 | 4 | 12 | -3 | -5 | 18 | 9 | 2.0 | -5
CSc1nc(NC(C)C)nc(N2CCOCC2)n1 | 16 | -1 | -5 | -2 | -5 | 5 | -24 | 0.0 | -2
Cc1cc(=O)oc(C)c1C(=O)NC1CCCCCCC1 | -3 | -7 | 27 | 4 | -2 | 1 | -10 | -1.8 | -3
Cc1cccc(NC(=O)Cn2c(=O)n(CCc3c[nH]c4ccccc34)c(=O)c3cccnc32)c1 | -12 | nt | 5 | -1 | nt | nt | 1 | 1.2 | -4
CCOc1ccc(NC(=O)CSc2nc3ccsc3c(=O)n2CCC(=O)O)cc1 | 4 | 0 | -1 | 0 | -2 | 14 | 3 | 0.2 | -1
Oc1c(Cl)cc(Cl)cc1C(C#Cc1ccccc1)N1CCOCC1 (configuration not stated) | 6 | 1 | 32 | 1 | 3 | 24 | 7 | -0.6 | -4
Cc1ccc(-c2nc3ncccc3o2)cc1NC(=O)C(C)C | 9 | -5 | 9 | -2 | -8 | 5 | 5 | 0.9 | 3

The last three records of the part before open the next one.
SMILES | Mdm2 MdmX PPI | EBI2 antag | tim23-1 inh | UPR XBP1 act | CXCR6 block | CCR6 antagonist | APJ antagonist | UPR CHOP act | APJ agonist
CCOc1ccc(NC(=O)CSc2nc3ccsc3c(=O)n2CCC(=O)O)cc1 | 4 | 0 | -1 | 0 | -2 | 14 | 3 | 0.2 | -1
Oc1c(Cl)cc(Cl)cc1C(C#Cc1ccccc1)N1CCOCC1 (configuration not stated) | 6 | 1 | 32 | 1 | 3 | 24 | 7 | -0.6 | -4
Cc1ccc(-c2nc3ncccc3o2)cc1NC(=O)C(C)C | 9 | -5 | 9 | -2 | -8 | 5 | 5 | 0.9 | 3
CCN(CC)CCCNC(=O)CSc1nc(C)cc(C)n1 | -1 | -7 | -1 | -4 | 2 | -2 | 14 | 2.1 | -3
Cc1csc(NC(=O)CSc2nc(C(C)C)nc3ccccc23)n1 | 29 | 4 | 26 | 3 | 3 | 5 | 6 | 2.9 | 0
CCOc1ccc2nc(NC(=O)C(CC)Sc3nc(C)cc(=O)[nH]3)sc2c1 (configuration not stated) | -16 | -7 | 12 | 6 | 4 | 0 | -2 | 2.9 | -2
Cc1ccc(CSCC(=O)Nc2ccc3c(c2)OCO3)cc1 | -22 | -1 | 36 | 1 | 2 | -3 | -6 | -0.2 | -5
CCOc1cc(CN2CCN(Cc3ccc(C)o3)C(CCO)C2)ccc1OC (configuration not stated) | 22 | 2 | 9 | -3 | 4 | 12 | 2 | -2.4 | -2
O=C(Nc1cccnc1)c1ccc(N2CCOCC2)c([N+](=O)[O-])c1 | -3 | -1 | -12 | -1 | -1 | 5 | -10 | 4.0 | 3
Cc1cccc(NC(=O)CN2CCN(C(=O)c3cccc(-n4cnnn4)c3)CC2)c1C | 8 | -4 | -5 | -3 | -1 | 1 | 16 | -0.7 | -2
O=C(Cn1nnc(-c2ccccc2NC(=O)c2ccco2)n1)Nc1ccccc1 | 76* | 20 | -5 | 2 | 9 | 13 | 23 | 0.9 | -4
O=C(COc1cccc2cccnc12)N1CCc2ccccc2C1 | 7 | -7 | 19 | -3 | 6 | 13 | 4 | 4.7 | -4
COc1ccc(N2CCN(C(=O)CSc3nnc(CNc4ccccc4)o3)CC2)cc1 | -25 | 18 | 9 | -1 | 2 | -15 | 20 | -1.3 | -4
